Assay outcomes from PubChem.
MLL CXXC-DNA inh = blocks binding of human MLL CXXC domain to DNA; Q03164; MLL-CXXC / FITC-HOXA9 DNA fluorescence polarization; Potency, µM (series often up to 115 µM), without a hit: at the top dose activity change, negative = inhibition, actives largely listed as inhibitors; hit rate 0.037% among 290,000; active = well fitted inhibition curve with a large enough effect in the polarisation, with a control signal flat, not every such curve was filed as active; inconclusive = small, poorly fitted or top-dose-only effect, or effect the other way, or a change in a side signal; inactive = no such curve, though single readings can be large or run the other way; the % refers to the polarisation
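Steps: dispense CXXC domain solution (7 uM) → pin compounds or unlabeled HOX-A9 DNA control → 5 min ambient → add FLSN-HOX-A9 solution (50 nM) → spin → 30 min ambient → fluorescence polarization. Tris pH 7.5/NaCl/DTT/BSA buffer.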
VP16 counter = Gal4-VP16 reporter inhibition counter-screen | Drosophila S2 Gal4-VP16 UAS-luciferase, luminescence, 20 h | Potency, µM (series often up to 53.6 µM), without a hit: at the top dose activity, negative = inhibition, hits mostly inhibitors | hit rate 3.5% among 310,000;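 also: Gal4-VP16 expression switched on by copper sulfate through the metallothionein promoter; % is scaled to controls: 0 for no effect and ±100 for the full control effect; nearly all actives have a fitted effect of over 50% in size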
RORgamma inh = inhibitors of mouse ROR gamma transcriptional activity | P51450 | Drosophila S2 Gal4-RORgamma UAS-luciferase reporter, 20 h | hit rate 5.4% among 310,000 | AID 2551 | Potency, µM (highest dose often 53.6 µM), for the others: at the highest dose activity change, negative = inhibition, most hits filed as inhibitors; also: % is scaled to controls: 0 for no effect and ±100 for the full control effect; nearly all actives have a fitted effect of over 60% in size
Target sequence (P51450 whole entry, looked up, the tested form may be a part): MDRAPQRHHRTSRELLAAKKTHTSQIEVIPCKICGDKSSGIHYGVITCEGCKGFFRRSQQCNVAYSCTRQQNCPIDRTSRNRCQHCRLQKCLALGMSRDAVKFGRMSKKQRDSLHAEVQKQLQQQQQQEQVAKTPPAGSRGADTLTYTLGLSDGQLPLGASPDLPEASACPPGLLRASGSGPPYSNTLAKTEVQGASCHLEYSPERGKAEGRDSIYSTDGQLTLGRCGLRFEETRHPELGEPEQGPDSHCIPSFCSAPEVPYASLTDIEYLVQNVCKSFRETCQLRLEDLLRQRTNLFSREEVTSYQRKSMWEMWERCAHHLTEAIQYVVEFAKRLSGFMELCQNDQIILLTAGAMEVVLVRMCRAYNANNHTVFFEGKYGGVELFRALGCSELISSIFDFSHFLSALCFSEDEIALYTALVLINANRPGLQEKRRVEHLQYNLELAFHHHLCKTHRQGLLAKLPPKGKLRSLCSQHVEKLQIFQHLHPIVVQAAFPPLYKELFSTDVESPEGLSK
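Luminescence from a UAS-regulated Photinus luciferase reporter in stably transfected Drosophila Schneider cells is measured; decreased signal marks ROR gamma inhibition. Fusion expression is induced by 700 uM copper sulfate for 20 hr.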
p53 reactivation = restores transcriptional activity of mutant p53; Potency, µM (series often up to 92.2 µM), without a hit: at the highest dose activity change, positive = activation, hits mostly activators; H1299 p53-A138V BP100-luciferase reporter, luminescence, 24 h; hit rate 0.063% among 320,000; also: % of control where 0% means no effect; nearly all actives have a fitted effect of over 45% in size
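p53-null H1299 cells stably carrying temperature-sensitive p53-A138V and a BP100-luciferase reporter were pinned with compounds (4-point, 1:5 series) and held 24 hrs at 37 deg C. Luminescence was read 10 min after detection reagent.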
uPA surface inh = blocks generation of uPA at the cell surface. Potency, µM (top dose mostly 38.3 µM), without a hit: top-dose activity change, negative = inhibition, usual class: inhibitors. hit rate 0.31% among 330,000. cell surface uPA generation assay, qHTS; active = well fitted inhibition curve with a large enough effect; inconclusive = small, poorly fitted or top-dose-only effect; inactive = no such curve, though single readings can be large or run the other way; tested in mouse RAW 264.7 cells; also: % is scaled to controls: 0 for no effect and ±100 for the full control effect; nearly all actives have a fitted effect of over 55% in size
FLuc modulator = inhibits or activates purified firefly luciferase, miR-21 counter-screen; purified FLuc, Km substrates, luminescence inhibition; AID 588342; P08659; Potency, µM (doses to about 57.5 µM), without a hit: top-dose activity change, negative = inhibition, most hits filed as inhibitors; hit rate 6.9% among 360,000;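 also: plate controls were vehicle for no effect and reference inhibitor for full effect; nearly all actives have a fitted effect of over 55% in size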
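Biochemical qHTS of compounds, final roughly 60 µM downward over six points, against 10 nM purified firefly luciferase using Km concentrations of substrates (10 uM D-luciferin, 10 uM ATP) in Tris acetate pH 7.5 buffer; luminescence output.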
BRCA1 expr up = activators of BRCA1 expression; MCF7-BRCA1-FFLuc reporter, luminescence, 48 h; response scale: scaled: vehicle 0%, 10 µM genistein 100%; AID 624202; hit rate 1.1% among 380,000; Potency, µM (doses to about 46.1 µM), inactives show at the top dose activation, actives largely listed as activators; also: nearly all actives have a fitted effect of over 80% in size; some results filed as inactive show a strong effect at the top dose
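MCF7-BRCA1-FFLuc, 2000 cells/well; 2 h attach, 37 °C/5% CO2; compound 48 h; luciferase substrate 15 min; luminescence end-point. Norm. to genistein 10 microM max activation and DMSO; concentration-response curves fitted.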
NPC1 prom act = NPC1 promoter activation; Potency, µM (titrated, usually from 9.22 µM), inactives show at the top dose activation, actives largely listed as activators; AID 485313; hit rate 2.4% among 320,000; Huh7 NPC1 promoter luciferase reporter, 24 h;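 also: % of control where 0% means no effect; nearly all actives have a fitted effect of over 60% in size; reporter is driven by a mutant NPC1 promoter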
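Huh7 cells stably carrying NPC1 promoter–luciferase, plated in Opti-MEM with 10% FBS for 2 h, were exposed to compound in DMSO for 24 h at 37 °C; luciferase reagent was added for 10 min and luminescence read.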
Rab9 prom act = activators of Rab9 promoter; Huh7 Rab9 promoter-luciferase reporter, luminescence, 24 h; Potency, µM (series often up to 9.22 µM), for the others: at the highest dose activation, negative = inhibition, actives largely listed as activators; hit rate 2.8% among 320,000; AID 485297; also: % of control where 0% means no effect; nearly all actives have a fitted effect of over 60% in size
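Huh7 cells stably carrying a Rab9 promoter-luciferase reporter, 1500 cells per well in OP-MEM I with 10% FBS, treated with compound 24 hours at 37C. Luciferase activity read by luminescence after 10 minutes with Amplite reagent.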
MBNL1 CUG block = MBNL1-poly(CUG) RNA binding inhibition; Q9NR56; TR-FRET MBNL1-His/biotin-(CUG)12 binding, 665/545 ratio; Potency, µM (titrated, usually from 57.5 µM), for inactives: at the top dose activity change, negative = inhibition, usual class: inhibitors; hit rate 0.036% among 280,000; AID 2675; active = well fitted inhibition curve with a large enough effect in the signal ratio, with a control signal flat, not every such curve was filed as active; inconclusive = small, poorly fitted or top-dose-only effect, or effect the other way, or a change in a side signal; inactive = no such curve, though single readings can be large or run the other way; the % refers to the signal ratio; also: % is scaled to controls: 0 for no effect and ±100 for the full control effect
Target sequence (Q9NR56 whole entry, looked up): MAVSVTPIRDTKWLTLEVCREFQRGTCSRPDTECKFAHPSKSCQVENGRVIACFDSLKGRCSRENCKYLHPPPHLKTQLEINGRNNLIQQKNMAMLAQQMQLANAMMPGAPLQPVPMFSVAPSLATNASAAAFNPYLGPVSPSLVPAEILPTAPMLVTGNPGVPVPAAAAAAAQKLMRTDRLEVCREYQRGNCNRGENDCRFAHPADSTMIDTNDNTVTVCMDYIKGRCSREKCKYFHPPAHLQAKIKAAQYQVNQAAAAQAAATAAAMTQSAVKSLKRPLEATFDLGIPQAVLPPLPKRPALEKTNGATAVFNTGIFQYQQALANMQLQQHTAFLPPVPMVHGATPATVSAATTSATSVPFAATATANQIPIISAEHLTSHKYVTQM
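Compounds (final 92 nM to 58 uM) are added to His-tagged MBNL1 and biotin-(CUG)12, then terbium anti-His antibody and streptavidin-XL665 (5 nM final). After 60 min at room temperature, the 665/545 nm ratio is read.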
ELG1 genotoxic = inducers of genotoxicity in HEK293T ELG1-luciferase cells | HEK293T ELG1-luciferase reporter, luminescence, 16 h | Potency, µM (highest dose often 46 µM), for inactives: at the highest dose activity change, positive = activation, usual class: activators | hit rate 1.3% among 330,000 | AID 504466; also: % of control where 0% means no effect; nearly all actives have a fitted effect of over 60% in size
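After overnight (16 hr) compound treatment at 37 °C, ELG1-luciferase HEK293T cells were lysed with ONE-Glo; luminescence quantified 30 min later at room temperature.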
* marks the source's active call; other numbers are inactive results; & = joins results of further samples; [ ] = remark or other dose. Unless noted, calls follow the shape of the dose curve; as a rule, active = well fitted curve in the direction sought with a large enough effect; inconclusive = small, poorly fitted or top-dose-only effect, or another doubt; inactive = no such curve, though single readings can be large; an effect the other way counts as inactive or inconclusive. Potency is read from the fitted curve at half-maximal effect. These rows are one share of the data; rates above refer to the full screens.

Screening CC1=CC(C)(C)N=C(Nc2nc(C)c3cc(C)cc(C)c3n2)N1 returned MLL CXXC-DNA inh -4%, VP16 counter -13%, RORgamma inh -35%, p53 reactivation inconclusive, uPA surface inh inconclusive, FLuc modulator -4%, BRCA1 expr up -1%, NPC1 prom act -6%, Rab9 prom act -6%, MBNL1 CUG block -11% and ELG1 genotoxic -1%.
CCn1c(COc2cccc3ccccc23)nnc1SCC(=O)OC1CCCCC1 was read as MLL CXXC-DNA inh 0%, VP16 counter inconclusive, RORgamma inh inconclusive, p53 reactivation -5%, uPA surface inh -4%, FLuc modulator 8%, BRCA1 expr up -5%, NPC1 prom act -1%, Rab9 prom act -1%, MBNL1 CUG block -7% and ELG1 genotoxic 3%.
`O=C(Nc1nc(-c2ccc(Cl)cc2)cs1)NC1CCCCC1` gave MLL CXXC-DNA inh -1%, VP16 counter inconclusive, RORgamma inh 45%, p53 reactivation 14%, uPA surface inh 0%, FLuc modulator -1%, BRCA1 expr up -86%[inhibitor], NPC1 prom act -3%, Rab9 prom act -5%, MBNL1 CUG block -7% and ELG1 genotoxic -2%.
CCNC(=O)C12CCC(C)(C(=O)O1)C2(C)C (configuration not stated) was read as MLL CXXC-DNA inh 15%, VP16 counter 3%, RORgamma inh 5%, p53 reactivation 3%, uPA surface inh 3%, FLuc modulator 1%, BRCA1 expr up 5%, NPC1 prom act -2%, Rab9 prom act 1%, MBNL1 CUG block -10% and ELG1 genotoxic -1%.
CCOc1ccc(N(CC(=O)NCCSCc2ccccc2)S(C)(=O)=O)cc1 was read as MLL CXXC-DNA inh -2%, VP16 counter 3%, RORgamma inh 34%, uPA surface inh -32%, FLuc modulator 5%, BRCA1 expr up -7%, NPC1 prom act 6%, Rab9 prom act 5%, MBNL1 CUG block 1% and ELG1 genotoxic 0%.
`CCCCCCCCNC(=O)c1cnccn1` gave MLL CXXC-DNA inh -1%, VP16 counter -3%, RORgamma inh inconclusive, p53 reactivation 9%, uPA surface inh 6%, FLuc modulator -6%, BRCA1 expr up 21%, NPC1 prom act 0%, Rab9 prom act 1%, MBNL1 CUG block 9%[11.5 µM] and ELG1 genotoxic 6%.
For COc1ccc2c(c1)nc(SCC(=O)c1ccc(Br)s1)n2C the results were MLL CXXC-DNA inh 1%, VP16 counter -11%, RORgamma inh inconclusive, p53 reactivation -5%, uPA surface inh -16%, FLuc modulator -19%, BRCA1 expr up -3%, NPC1 prom act -4%, Rab9 prom act 3%, MBNL1 CUG block 20% and ELG1 genotoxic 3%.
`O=C(c1cnccn1)N1CCN(S(=O)(=O)c2ccc3ccccc3c2)CC1` gave MLL CXXC-DNA inh -1%, VP16 counter 1%, RORgamma inh 8%, p53 reactivation 3%, uPA surface inh 1%, FLuc modulator 0%, BRCA1 expr up -40%, NPC1 prom act -2%, Rab9 prom act -4%, MBNL1 CUG block 2% and ELG1 genotoxic -4%.
CC(C)c1ccc(NC2CCCN(C(=O)c3cccs3)C2)cc1 (configuration not stated) was read as MLL CXXC-DNA inh -20%, VP16 counter 3%, RORgamma inh inconclusive, p53 reactivation 8%, uPA surface inh -1%, FLuc modulator -14%, BRCA1 expr up 18%, NPC1 prom act -2%, Rab9 prom act 0%, MBNL1 CUG block 7% and ELG1 genotoxic 0%.
`COc1ccc(C(=O)N2CCC(C(=O)O)CC2)c2ccccc12` gave MLL CXXC-DNA inh 31%[activator], VP16 counter 4%, RORgamma inh 17%, p53 reactivation 4%, uPA surface inh 3%, FLuc modulator 1%, BRCA1 expr up 11%, NPC1 prom act -6%, Rab9 prom act 14%, MBNL1 CUG block 5% and ELG1 genotoxic -1%.
For CN1CCN(CCCN(Cc2cccs2)C(=S)Nc2ccc(Cl)cc2)CC1 the results were MLL CXXC-DNA inh 2%, VP16 counter -2%, RORgamma inh -6%, p53 reactivation 6%, uPA surface inh -7%, FLuc modulator 0%, BRCA1 expr up -16%, NPC1 prom act 0%, Rab9 prom act -4%, MBNL1 CUG block -3% and ELG1 genotoxic -1%.
Screening Cc1cc(C(=O)Cn2nc(C(=O)O)c3ccccc3c2=O)c(C)n1-c1ccc(OC(F)F)cc1 returned MLL CXXC-DNA inh 5%, VP16 counter 11%, RORgamma inh 10%, p53 reactivation -3%, uPA surface inh 0%, FLuc modulator -16%, BRCA1 expr up -4%, NPC1 prom act 0%, Rab9 prom act 1%, MBNL1 CUG block -1% and ELG1 genotoxic -11%.
Screening CC(C)(C)NC(=O)C1CN(S(=O)(=O)c2ccccc2)CCN1S(=O)(=O)c1ccccc1 (configuration not stated) returned MLL CXXC-DNA inh 0%, VP16 counter -2%, RORgamma inh 3%, p53 reactivation 0%, uPA surface inh 0%, FLuc modulator 2%, BRCA1 expr up -9%, NPC1 prom act 8%, Rab9 prom act -8%, MBNL1 CUG block -6% and ELG1 genotoxic 0%.
COC(=O)c1cc2occc2n1Cc1nc(-c2ccc(Cl)cc2)oc1C was read as MLL CXXC-DNA inh -2%, VP16 counter -2%, RORgamma inh 5%, p53 reactivation 1%, uPA surface inh 1%, FLuc modulator 3%&1%, BRCA1 expr up 0%, NPC1 prom act -4%, Rab9 prom act -8%, MBNL1 CUG block -9% and ELG1 genotoxic 11%.
CC(C)NC(=O)c1cccc2c1-c1ccccc1C2=O was read as MLL CXXC-DNA inh -7%, VP16 counter 2%, RORgamma inh 11%, p53 reactivation 3%, uPA surface inh -16%, FLuc modulator 0%, BRCA1 expr up -5%, NPC1 prom act -6%, Rab9 prom act -4%, MBNL1 CUG block inconclusive and ELG1 genotoxic -2%.
Screening COc1ccc(CCNC(=O)CSc2nc3sc(C(=O)O)c(C)c3c(=O)[nH]2)cc1OC returned MLL CXXC-DNA inh 8%, VP16 counter -2%, RORgamma inh 0%, p53 reactivation 7%, uPA surface inh 2%, FLuc modulator 0%, BRCA1 expr up 3%, NPC1 prom act 2%, Rab9 prom act 4%, MBNL1 CUG block 2% and ELG1 genotoxic 1%.
Screening Cc1ccc(N=Cc2sc(O)c3ccccc23)cc1 returned MLL CXXC-DNA inh inconclusive, VP16 counter 1%, RORgamma inh 10%, p53 reactivation inconclusive, uPA surface inh -1%, FLuc modulator 1.1µM*, BRCA1 expr up 45%, NPC1 prom act 2µM*, Rab9 prom act 1.3µM*, MBNL1 CUG block inconclusive and ELG1 genotoxic inconclusive.
For CCCCc1ccc(NC(=O)N[C@@H](CC(C)C)C(=O)O)cc1 the results were MLL CXXC-DNA inh 1%, VP16 counter -15%, RORgamma inh 11%, p53 reactivation 2%, uPA surface inh -2%, FLuc modulator -2%, BRCA1 expr up 3%, NPC1 prom act -4%, Rab9 prom act -1% and ELG1 genotoxic 0%.
`CC(C)C(=O)NC(c1ccc(Cl)cc1Cl)c1ccc2cccnc2c1O` (configuration not stated) gave MLL CXXC-DNA inh 7%, VP16 counter 3.2µM*, RORgamma inh 4.5µM*, uPA surface inh inconclusive, FLuc modulator -17%, BRCA1 expr up -3%, NPC1 prom act -3%, Rab9 prom act -27%, MBNL1 CUG block 25% and ELG1 genotoxic 17%.
For Nc1nonc1-n1nnc(C(=O)N/N=C/c2ccoc2)c1CSc1ccc(Cl)cc1 the results were MLL CXXC-DNA inh 33%[activator], VP16 counter 13µM*, RORgamma inh 7.1µM*, p53 reactivation -2%, uPA surface inh -8%, FLuc modulator -2%, BRCA1 expr up -7%, NPC1 prom act 1%, Rab9 prom act -8%, MBNL1 CUG block 4% and ELG1 genotoxic -4%.
For CCOc1ccc2nc3c(cc2c1)CN(CCOC)C(=NC)S3 the results were MLL CXXC-DNA inh -2%, VP16 counter 4%, RORgamma inh -34%, p53 reactivation 15%, uPA surface inh -5%, FLuc modulator 0%, BRCA1 expr up 11%, NPC1 prom act -1%, Rab9 prom act 7%, MBNL1 CUG block -5% and ELG1 genotoxic -1%.
`COc1ccc2nc(NC(=O)CCN3C(=S)NC(C)(C)CC3C)sc2c1` (configuration not stated) gave MLL CXXC-DNA inh 14%, VP16 counter -34%, RORgamma inh inconclusive, p53 reactivation -2%, uPA surface inh 1%, FLuc modulator 7%, BRCA1 expr up -9%, NPC1 prom act 2%, Rab9 prom act -1%, MBNL1 CUG block 6% and ELG1 genotoxic 0%.
For O=C1/C(=C/c2ccncc2)SC(=S)N1Nc1ccccc1 the results were MLL CXXC-DNA inh 0%, VP16 counter inconclusive, RORgamma inh inconclusive, p53 reactivation 6%, uPA surface inh -1%, FLuc modulator inconclusive, BRCA1 expr up -33%, NPC1 prom act -2%, Rab9 prom act 2% and ELG1 genotoxic 11%.
For CC1(O)c2ccccc2C(=O)N1CCc1ccccc1F (configuration not stated) the results were MLL CXXC-DNA inh -1%, VP16 counter 3%, RORgamma inh 17%, p53 reactivation 2%, uPA surface inh 3%, FLuc modulator -17%, BRCA1 expr up -40%, NPC1 prom act 20%, Rab9 prom act 14%, MBNL1 CUG block -6% and ELG1 genotoxic -3%.
